# Bioassay records deposited in PubChem by several laboratories.
# PME-1 primary = PME-1 (human) inhibition; Q9Y570; recombinant PME-1, FP-Rh probe fluorescence polarization; inhibition, % at 5.9 µM; actives 0.53% (n = 320,000); AID 2130;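 active = inhibition above the campaign mean of all compounds plus 3 SD, cut at about 26% in these data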;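 also: competitive labeling of PME-1 active site by serine hydrolase directed probe; 0% = PME-1 with DMSO and 100% = wells lacking PME-1 enzyme; inhibitors block probe labeling so polarization falls and inhibition rises; many of its hits are not listed in these tables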
# MEX-5 binding = C. elegans MEX-5 TCR-2 RNA binding activity; Q9XUB2; MEX-5/FITC-TCR2 RNA binding, fluorescence polarization; active compounds read low; activity score (negative = inhibition of binding), % at 10 µM; actives 0.38% (n = 300,000); AID 1832;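 active = inhibition past about -25% in most replicates, and total fluorescence under double the plate's negative control median, limit read from the data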;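 also: 0% = DMSO and -100% = 5 µM competing unlabeled TCR2 RNA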
# Target sequence (Q9XUB2 whole entry, looked up): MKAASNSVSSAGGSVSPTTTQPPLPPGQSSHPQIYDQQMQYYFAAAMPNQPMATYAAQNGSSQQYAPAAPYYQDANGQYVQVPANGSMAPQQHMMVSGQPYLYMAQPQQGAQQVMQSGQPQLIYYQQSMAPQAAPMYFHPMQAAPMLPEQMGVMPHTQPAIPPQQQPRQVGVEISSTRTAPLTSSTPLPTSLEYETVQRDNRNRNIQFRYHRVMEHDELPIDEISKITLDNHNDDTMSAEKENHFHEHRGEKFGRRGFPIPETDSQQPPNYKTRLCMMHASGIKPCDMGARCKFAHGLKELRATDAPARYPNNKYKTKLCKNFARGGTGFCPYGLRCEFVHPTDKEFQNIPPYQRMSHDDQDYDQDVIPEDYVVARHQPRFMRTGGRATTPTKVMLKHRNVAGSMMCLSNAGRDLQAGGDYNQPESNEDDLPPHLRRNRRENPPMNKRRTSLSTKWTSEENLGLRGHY
# Fam108B counter = counter-screen for RBBP9 inhibitors: inhibitors of mouse Fam108B | AID 1947 | actives 0.33% (n = 300,000) | inhibition, % at 9.51 µM | recombinant Fam108B, FP-Rh probe fluorescence polarization;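 active = inhibition above the screen mean inhibition plus 3 SD, computed separately per campaign, cut at about 18% in these data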;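 also: inhibitors lower polarization as less probe binds the enzyme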
# BCLXL inh = Bcl-xL (human) inhibition | inhibition, % at 10.9 µM | AID 2129 | actives 0.7% (n = 320,000) | GST-Bcl-xL / FITC-Bim BH3 peptide fluorescence polarization | Q07817;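 active = inhibition above the mean of all tested compounds plus 3 SD, cutoff set per campaign, cut at about 30% in these data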;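 also: 0% = DMSO wells and 100% = unlabeled Bim-BH3 peptide competitor; inhibitors lower millipolarization by displacing the labeled peptide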
# Target sequence (Q07817 whole entry, looked up): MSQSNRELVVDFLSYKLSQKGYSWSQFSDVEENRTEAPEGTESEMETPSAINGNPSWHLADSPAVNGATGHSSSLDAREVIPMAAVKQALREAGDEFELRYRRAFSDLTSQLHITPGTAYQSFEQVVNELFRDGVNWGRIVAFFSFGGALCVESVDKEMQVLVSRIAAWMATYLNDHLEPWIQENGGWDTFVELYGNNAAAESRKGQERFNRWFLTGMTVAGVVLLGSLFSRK
# MCL1-BIM inh = disrupts human MCL1 binding to BIM-BH3 peptide; Q07820; GST-MCL1 / FITC-Bim-BH3 fluorescence polarization; inhibition, % at 10.9 µM; actives 0.68% (n = 320,000);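 active = inhibition above the mean inhibition of all tested compounds plus 3 SD, set per campaign, cut at about 40% in these data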;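 also: 0% = DMSO wells and 100% = unlabeled Bim-BH3 peptide control; higher means more loss of mP so more displacement of Bim peptide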
# Target sequence (Q07820 whole entry, looked up): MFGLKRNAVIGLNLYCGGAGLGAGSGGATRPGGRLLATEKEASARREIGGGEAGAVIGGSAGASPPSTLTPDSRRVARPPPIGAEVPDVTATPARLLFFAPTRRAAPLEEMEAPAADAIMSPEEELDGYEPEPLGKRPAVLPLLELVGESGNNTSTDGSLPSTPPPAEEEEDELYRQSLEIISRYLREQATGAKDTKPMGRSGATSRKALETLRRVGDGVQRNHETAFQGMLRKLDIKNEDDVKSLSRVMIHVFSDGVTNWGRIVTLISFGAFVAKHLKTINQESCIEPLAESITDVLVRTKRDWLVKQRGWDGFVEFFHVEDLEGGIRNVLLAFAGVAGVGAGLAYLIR
# Efflux pump inh = antifungal efflux pump inhibition, Nile Red retention; S. cerevisiae Candida pump triplex; actives 0.44% (n = 330,000); inhibition, % at 10 µM;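 active = plate passing quality check with inhibition over a set limit, or well fluorescence over plate mean plus 4 SD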;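 also: Nile Red retained in pooled yeast measured as flow cytometry median fluorescence; 0% = buffer negative control and 100% = Enniatin B positive control; higher means more Nile Red kept so more efflux inhibition; some compounds called inactive have numbers as strong as hits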
# VLA-4 inh = inhibition in a human VLA-4 binding assay; actives 0.2% (n = 330,000); P13612; inhibition, % (about 7 µM as worked out from the volumes in the protocol); VLA-4 expressing cells, ligand binding flow cytometry; in the data active = inhibition above about 50%
# GRK2 aptamer HTS = blocks RNA aptamer binding to human GRK2. bead flow cytometry, FAM-aptamer displacement from GRK2. inhibition of aptamer binding, % at 10 µM. actives 0.59% (n = 330,000). AID 488847;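 active = inhibition of aptamer binding above 40%, roughly 3 SD of noise, on plates passing a quality check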;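 also: median bead fluorescence of bound FAM aptamer so fluorescent compounds give negative values; no value below 0 was filed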
# GLD-1 TGE inh = GLD-1-TGE RNA interaction inhibition (C. elegans); purified GLD-1 + fluorescein TGE RNA, fluorescence polarization; actives 0.44% (n = 320,000); Q17339; AID 2280; inhibition, % at 5.96 µM;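 active = percent inhibition above a per-plate cutoff, the plate mean of test compounds plus 3 SD, cut at about 30% in these data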;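 also: 0% = DMSO wells with GLD-1 and probe and 100% = wells lacking GLD-1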
# An asterisk follows results filed as active; · = not tested or not shown. This is a subset; the hit share may differ from the screen's.
SMILES,PME-1 primary,MEX-5 binding,Fam108B counter,BCLXL inh,MCL1-BIM inh,Efflux pump inh,VLA-4 inh,GRK2 aptamer HTS,GLD-1 TGE inh
COc1cccc(C(=O)N2CCC(n3nccc3NC(=O)CCOc3ccccc3)CC2)c1,-3.4,-2.2,3.8,2.8,5.5,0.0,-5.0,1.0,-13.3
O=C(CCC(=O)Nc1ccc(F)cc1)N/N=C/c1ccc(F)cc1,-4.2,0.9,5.6,0.7,1.3,-0.1,-6.8,5.0,-3.0
O=C(c1ccc2ccccc2n1)N1CCN(Cc2c(F)cccc2Cl)CC1,-3.0,0.9,2.8,6.8,0.1,-0.1,1.0,1.0,4.2
Cc1cccc(NC(=O)c2cccc(C(=O)Nc3cccc(C)c3)n2)c1,-0.3,-2.0,0.5,6.8,2.1,0.0,-3.1,0.0,-1.1
O=C(Cc1ccc(F)cc1)Nc1ccc(F)c([N+](=O)[O-])c1,1.4,1.8,-2.5,8.8,-3.4,-0.1,10.5,0.0,3.9
CCCOC(=O)c1c(NC(=O)CSc2nc(-c3ccco3)cc(C(F)(F)F)n2)sc(C(=O)OC)c1C,-2.0,-3.2,-0.9,-0.1,3.1,0.0,0.2,1.0,0.1
COc1ccc(-c2cc(=O)c3ccccc3[nH]2)cc1,-2.8,-2.0,-0.9,7.7,-1.1,-0.2,-12.8,0.0,-2.6
CCN(CC)S(=O)(=O)c1ccc(C(=O)NCc2ccc3c(c2)OCO3)cc1,4.0,3.3,2.0,5.0,-2.4,0.0,1.9,3.0,-2.5
COc1cc2c(cc1NC(=O)CSCC(=O)O)oc1ccccc12,6.1,0.9,-4.7,10.5,12.5,-0.1,-0.8,0.0,1.9
CC1CCCCN1CCNC(=O)C1CC(=O)N(c2ccc(F)c(Cl)c2)C1 (stereo not drawn),0.2,-5.3,-4.9,9.8,12.2,-0.2,-104.6,0.0,-3.3
CN(C(=O)c1ccc(N2CCCCC2)c([N+](=O)[O-])c1)C1CCS(=O)(=O)C1 (stereo not drawn),·,·,·,·,·,0.7,-3.0,21.0,-5.9
Cc1ccc(-c2csc(=S)[nH]2)cc1,2.9,-1.5,-2.2,11.0,-2.9,-0.1,-2.1,0.0,6.4
CC(C)(C)NC(=O)Cc1ccc(Cl)c(Cl)c1,-5.1,-1.4,1.5,-2.5,-3.3,-0.2,4.4,1.0,5.1
O=C(N/N=C\c1ccc2c(c1)OCO2)c1ccc(Cn2cc(Br)c([N+](=O)[O-])n2)o1,-0.1,-0.4,-3.2,5.4,11.1,0.2,5.2,0.0,-7.8
Cc1cccc(CN2CCC(C(N)=O)CC2)c1,-0.3,-0.1,1.8,3.2,9.5,0.1,0.1,0.0,-1.6
COc1ccc(S(=O)(=O)Nc2cccc3c2O[C@H](CN(C)Cc2ccccc2)[C@@H](C)CN([C@H](C)CO)C3=O)cc1,·,·,·,·,·,0.8,1.7,0.0,6.4
O=c1c(-c2ccccc2)coc2c(CN3CCCC3)c(O)ccc12,0.1,2.1,-1.6,1.4,6.3,-0.4,15.7,0.0,4.3
CCOC(=O)c1cnc2ccc(OCC)cc2c1NCc1cccnc1,3.5,·,-1.6,4.4,13.4,0.1,-7.5,0.0,8.0
COc1ccc(CNC(C)C2COc3ccccc3O2)c(OC)c1 (stereo not drawn),1.8,-0.2,4.1,6.3,10.6,-0.2,-8.5,0.0,4.2
Clc1ccc(COc2ccccn2)c(Cl)c1,4.2,-0.8,-1.1,0.5,-2.4,-0.1,·,1.0,5.2
COc1ccc(-c2csc(NC(=O)CSc3nc(C)cs3)n2)cc1,1.1,1.1,-5.4,5.3,4.8,0.3,7.1,0.0,2.7
O=C(NC(=S)Nc1cccc2cc(O)ccc12)c1ccco1,12.5,-1.9,-1.6,9.2,14.2,0.1,3.3,0.0,11.4
O=C(c1ccc(N2CCN(C3CC(=O)N(c4ccc(F)cc4)C3=O)CC2)cc1)c1cccnc1 (stereo not drawn),1.1,0.2,1.6,5.1,5.4,0.2,6.9,0.0,1.7
CCCc1c(-c2ccc(O)cc2)nn(-c2ccc(O)cc2)c1-c1ccc(O)cc1,-9.0,2.0,2.8,4.5,1.3,0.1,-12.4,0.0,8.1
Cc1cc(C)n(CC(=O)N2CCCC(C(=O)c3cccc(OC(C)C)c3)C2)n1 (stereo not drawn),-9.3,0.3,2.3,3.0,5.3,-0.1,-12.6,1.0,-1.7
COc1ccc(N2CC(C(=O)N[C@@H](C)C(=O)NC3CCCCC3)CC2=O)cc1 (stereo partly drawn),5.0,-1.7,-1.8,3.8,2.3,0.0,-1.2,1.0,7.7
CC(C)OCCCNC(=O)C(C)Oc1ccccc1 (stereo not drawn),1.3,0.3,-1.0,5.7,8.4,-0.1,3.6,0.0,5.6
Cc1ccc(-n2c(N)c(C#N)c(-c3ccccc3)c(C#N)c2=O)cc1,-7.2,-0.1,-5.4,7.4,-4.9,-0.4,31.7,0.0,2.5
CN(C)CC1CCCCC1OC(=O)c1ccc(S(=O)(=O)N(C)c2ccccc2)cc1 (stereo not drawn),3.4,0.8,-2.2,4.2,6.0,0.1,0.6,0.0,-0.2
O=C(COc1ncnc2ccc(Br)cc12)N1CCOCC1,-0.4,0.1,-0.8,-7.8,-10.7,-0.1,-11.6,1.0,4.2
COc1ccccc1NC(=O)CSc1nc2ccccc2n1C(C)=O,-13.5,-2.1,1.5,-2.5,-10.2,-0.2,3.0,0.0,7.5
CN1CCN(C(=O)c2ccc(CSc3ccc(Cl)cc3)cc2)CC1,4.4,-0.2,4.4,0.8,-4.6,-0.1,7.1,0.0,-3.7
CCN(CCCNC(=O)CCCOc1cc(=O)n(C)c2ccccc12)Cc1ccccc1,-3.3,-0.7,-0.8,0.8,-6.6,0.2,24.1,0.0,-0.8
O=C(c1ccc2nc(Cc3cccc(Cl)c3)oc2c1)N1CCC(CO)CC1,-1.5,0.5,-0.3,4.5,8.8,0.0,-4.6,2.0,7.8
Cc1cccc(N2N=C(C(=O)N3CC(=O)Nc4ccccc43)CCC2=O)c1,4.3,0.5,-0.1,2.9,-5.0,0.0,-8.3,2.0,4.4
O=C(CCc1ccccc1)Nc1ccccc1,5.5,-2.4,2.2,3.3,11.5,0.1,0.9,0.0,-0.6
Nc1nc2ccccc2n1C(=O)c1ccc(F)cc1,2.8,0.6,1.7,-1.4,-2.5,0.0,16.5,1.0,-0.9
Cc1cc(Cn2nnnc2-c2ccncc2)cc(C)c1O,-1.2,-0.7,-2.1,3.7,-5.3,0.0,21.6,2.0,5.2
CC1(C(=O)N/N=C/c2ccc([N+](=O)[O-])o2)CC1(Br)Br (stereo not drawn),4.5,-4.8,1.2,8.5,10.8,-0.1,15.8,6.0,-2.4
COCCNC(=O)C(C)Oc1ccc(Cl)cc1Cl (stereo not drawn),10.1,1.5,3.0,4.3,0.9,0.1,14.0,5.0,-0.9
O=[N+]([O-])c1cc([N+](=O)[O-])c(Oc2cc(F)cc(F)c2F)cc1NN1CCCCC1,1.9,1.1,-2.9,0.2,-1.7,0.1,-8.4,0.0,4.4
Cc1ccc(NC(=O)COC(=O)CC2CCCC2)cc1F,·,·,·,·,·,-0.1,-2.4,0.0,-2.8
Cc1ccc2[nH]c3c(=O)n(Cc4ccccn4)cnc3c2c1,-1.5,-0.1,-6.6,0.4,-9.5,0.0,4.7,1.0,4.1
Cc1ccc(C(=O)NCC(=O)OCC(=O)N2CCCc3ccccc32)cc1,1.9,0.8,3.8,2.4,-4.6,-0.1,7.9,0.0,0.4
Cc1cc2ccccc2c(=O)n1CC(=O)NCC(=O)N1CCN(c2ccccc2)CC1,-0.9,1.4,2.0,-1.0,1.1,0.0,1.6,0.0,-3.2
O=C(Nc1ccc(Oc2cccnc2)cc1)c1ccc([N+](=O)[O-])cc1,0.7,-4.6,-2.8,1.5,5.4,-0.1,-4.5,1.0,9.5
CCN(CC)S(=O)(=O)c1ccc(C)c(N=C=S)c1,2.3,-0.1,2.3,6.3,0.1,0.3,-2.0,3.0,-3.2
Cc1cc(NC(=O)CCCN2C(=O)/C(=C/c3ccccc3Cl)SC2=S)no1,4.5,-7.5,0.0,-2.0,-0.1,-0.1,-2.4,0.0,3.8
CCOC(=O)C1(Cc2ccccc2C)CCCN(C(=O)c2ccc3nccnc3c2)C1 (stereo not drawn),7.4,0.9,1.0,-0.4,6.6,0.2,-6.3,0.0,-4.6
CC(C)NC(=S)N1CCn2c(nc3ccccc32)C1,4.8,0.1,3.0,1.7,4.4,0.0,11.7,0.0,-0.7
O=C(OCCCN=C1NS(=O)(=O)c2ccccc21)c1cccs1,2.4,2.2,-1.7,6.9,1.1,-0.2,8.3,0.0,2.8
CC(C)C(=O)Nc1ccc(N2CCN(S(C)(=O)=O)CC2)cc1,-5.1,-1.1,-2.4,-9.4,-1.1,0.3,3.3,7.0,-6.9
Cc1nnc(SC2CC(=O)N(c3ccccc3)C2=O)s1 (stereo not drawn),-0.9,0.4,0.4,7.5,-2.5,-0.3,16.2,0.0,7.8
Cc1ccc(NC(=O)CN(C)C(=O)c2ccc(NS(=O)(=O)c3cccc([N+](=O)[O-])c3)cc2)cc1,·,·,·,·,·,-0.2,-1.1,1.0,-4.8
Cc1cc(NC(=O)CN2CCN(S(=O)(=O)c3ccc(Cl)cc3)CC2)no1,-6.2,1.0,-1.9,-0.5,-2.1,-0.2,-2.2,6.0,-3.6
CCC(C)NC(=O)c1ccc(CSc2nc3ccncc3n2Cc2ccc(F)cc2)cc1 (stereo not drawn),-5.3,-1.2,-4.1,-0.1,2.4,0.0,-10.8,1.0,3.4
Cc1cc(NS(=O)(=O)c2ccc(C(C)C)cc2)no1,0.0,3.6,-1.4,2.3,-5.1,0.2,-9.9,0.0,6.0
CCOc1ccccc1NC(=O)Nc1ccc(Br)cn1,-4.0,-1.4,-0.1,6.8,1.8,0.0,-2.4,0.0,0.2
COc1ccc(C(=O)NCC(=O)NCC(=O)OCc2ccc(Cl)cc2)cc1,-1.0,1.3,1.4,0.7,2.4,0.0,-0.9,2.0,0.6
Cc1cc(NC(=O)c2ccco2)ccc1NC(=O)Cc1cccs1,-0.9,1.1,-1.4,5.5,2.9,0.1,-3.4,0.0,2.5

# Part of the list above, with each value named:
Cc1nnc(SC2CC(=O)N(c3ccccc3)C2=O)s1 (stereo not drawn)
  PME-1 primary: -0.9 | MEX-5 binding: 0.4 | Fam108B counter: 0.4 | BCLXL inh: 7.5 | MCL1-BIM inh: -2.5 | Efflux pump inh: -0.3 | VLA-4 inh: 16.2 | GRK2 aptamer HTS: 0.0 | GLD-1 TGE inh: 7.8

Cc1ccc(NC(=O)CN(C)C(=O)c2ccc(NS(=O)(=O)c3cccc([N+](=O)[O-])c3)cc2)cc1
  PME-1 primary: · | MEX-5 binding: · | Fam108B counter: · | BCLXL inh: · | MCL1-BIM inh: · | Efflux pump inh: -0.2 | VLA-4 inh: -1.1 | GRK2 aptamer HTS: 1.0 | GLD-1 TGE inh: -4.8
